Assay outcomes deposited in PubChem by National Center for Advancing Translational Sciences (NCATS).
Epigenetic reg – Quantitative High-Throughput Screen for Regulators of Epigenetic Control; Potency, µM (highest dose often 53.9 µM), inactives show at the top dose GFP activation, usual class: activators; AID 1865, 2009; murine LDR cells, GFP reporter derepression, 30 h; actives 0.2% (n = 280,000); further: % of control where 0% means no effect; nearly all actives have a fitted effect of over 60% in size
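Derepression of a silenced CMV-GFP reporter in murine LDR cells is scored by enumerating GFP-positive cells with a laser-scanning microplate cytometer after 30 hours of treatment at 37 C.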
NPSR antag – qHTS Assay for Antagonists of the Neuropeptide S Receptor: cAMP Signal Transduction | CHO-NPSR cells, cAMP TR-FRET, antagonist mode | Potency, µM (titrated, usually from 38.3 µM), without a hit: top-dose activity change, negative = inhibition, usual class: inhibitors | actives 1% (n = 220,000) | AID 1461, 2008; further: on the % scale 0 is the no-effect control and ±100 the full control effect; nearly all actives have a fitted effect of over 50% in size; many of its hits are not listed in these tables
Target sequence (Q6W5P4 whole entry, looked up): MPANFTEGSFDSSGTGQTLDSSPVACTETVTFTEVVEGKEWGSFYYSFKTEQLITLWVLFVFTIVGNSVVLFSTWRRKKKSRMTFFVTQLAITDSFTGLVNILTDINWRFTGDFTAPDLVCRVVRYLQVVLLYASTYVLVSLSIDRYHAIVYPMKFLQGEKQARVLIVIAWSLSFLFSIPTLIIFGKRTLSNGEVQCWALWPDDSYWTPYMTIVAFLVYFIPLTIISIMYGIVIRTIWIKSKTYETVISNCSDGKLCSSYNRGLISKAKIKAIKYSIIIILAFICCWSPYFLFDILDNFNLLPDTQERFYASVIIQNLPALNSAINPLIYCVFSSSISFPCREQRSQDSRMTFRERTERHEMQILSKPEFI
JMJD2E inh – qHTS Assay for Inhibitors of Human Jumonji Domain Containing 2E (JMJD2E). Lysine-specific demethylase 4E (Homo sapiens), B2RXH2. actives 1.6% (n = 230,000). Potency, µM (top dose mostly 57.1 µM), for the others: at the top dose activity change, negative = inhibition, usual class: inhibitors. AID 2147, 2009. JMJD2E catalytic domain, FDH-coupled NADH fluorescence (FDH is formaldehyde dehydrogenase); active means well fitted inhibition curve with a large enough effect, not every such curve was filed as active; inconclusive means small, poorly fitted or top-dose-only effect, or another doubt; inactive means no such curve, though single readings can be large or run the other way;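 further: 0% = wells with enzyme and -100% = buffer wells without enzyme; nearly all actives have a fitted effect of over 50% in size; many of its hits are not listed in these tables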
RGS12 GoLoco inh – qHTS Assay for Inhibitors of RGS12 GoLoco Motif Activity (Red Fluorophore) | actives 0.44% (n = 230,000) | Gai1:RGS12 GoLoco peptide FP, rhodamine, 10 min | Guanine nucleotide-binding protein G(i) subunit alpha-1 (Homo sapiens), P63096 | Potency, µM (titrated, usually from 61.6 µM), for the others: at the highest dose activity, negative = inhibition, most hits filed as inhibitors; active means well fitted inhibition curve with a large enough effect, not every such curve was filed as active; inactive means no such curve, though single readings can be large or run the other way; further: on the % scale 0 is the no-effect control and ±100 the full control effect; nearly all actives have a fitted effect of over 30% in size; many of its hits are not listed in these tables
Target sequence (P63096 whole entry, looked up): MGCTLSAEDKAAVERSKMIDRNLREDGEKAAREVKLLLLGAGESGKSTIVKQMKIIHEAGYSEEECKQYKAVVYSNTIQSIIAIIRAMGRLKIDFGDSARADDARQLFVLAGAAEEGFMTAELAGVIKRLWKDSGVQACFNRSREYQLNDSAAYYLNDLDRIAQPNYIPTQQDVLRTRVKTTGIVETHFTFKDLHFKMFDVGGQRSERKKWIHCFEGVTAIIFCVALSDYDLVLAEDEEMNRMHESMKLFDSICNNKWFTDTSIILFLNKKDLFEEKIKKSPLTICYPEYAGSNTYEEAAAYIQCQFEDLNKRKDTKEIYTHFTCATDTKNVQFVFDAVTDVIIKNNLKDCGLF
SMN2 splice up – qHTS Assay for Enhancers of SMN2 Splice Variant Expression. AID 1458, 2008. HEK293 SMN2-luciferase splicing reporter, luminescence, 30-36 h. actives 2.8% (n = 210,000). Potency, µM (top dose mostly 46.1 µM), for the others: at the top dose activity change, positive = activation, most hits filed as activators; further: % of control where 0% means no effect; nearly all actives have a fitted effect of over 55% in size
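qHTS luciferase splicing reporter: luminescence rises when SMN2 exon 7 is included in transfected HEK293 cells. Compound exposure lasted 30-36 h at 37C, with 4.5 mM final sodium butyrate as control, followed by a ONE-Glo read.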
RECQ1 helicase – qHTS Assay for Inhibitors of RecQ-Like Dna Helicase 1 (RECQ1); RECQ1 DNA unwinding, red fluorescence kinetic read; Potency, µM (series often up to 57.3 µM), for the others: top-dose activity, negative = inhibition, most hits filed as inhibitors; actives 0.54% (n = 240,000); AID 2549, 2010;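 further: plate controls were vehicle for no effect and no enzyme for full effect; nearly all actives have a fitted effect of over 30% in size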
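50 nM RECQ1T1 preincubated 15 min with compound in Tris pH 8.0 buffer with MgCl2, DTT, Tween-20 and 2.5 ug/ml poly(dI-dC); started with 200 nM TAMRA/BHQ-2 forked duplex and 2 mM ATP. Unwinding read as fluorescence (525/598 nm), two reads 2 h apart.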
IMPase Li inh – qHTS Assay for Identifying the Cell-Membrane Permeable IMPase Inhibitors: Potentiation with Lithium | CHO-M1 cells, IP1 TR-FRET (IP-One), carbachol + lithium | Potency, µM (top dose mostly 59.4 µM), inactives show top-dose activity, negative = IMPase inhibition, hits mostly inhibitors | actives 0.35% (n = 210,000);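 further: IP1 builds up when IMPase is blocked and the TR-FRET signal falls; plate controls were basal vehicle for no effect and high inhibitor control for full effect; nearly all actives have a fitted effect of over 50% in size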
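Test compounds were applied to CHO-M1 cells previously cultured for 16–30 h at 2000 per well. A small lithium amount accompanied them; after 30 min at 37C, IP1 was quantified by TR-FRET.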
KinaseGlo FLuc – Counterscreen for Luciferase (Kinase-Glo TM) Inhibition. Kinase-Glo luciferase, ATP luminescence, 8 min. AID 1379, 2008. Potency, µM (doses to about 38.3 µM), for inactives: at the highest dose activity change, negative = inhibition, usual class: inhibitors. actives 0.28% (n = 200,000). Luciferin 4-monooxygenase (Photuris pensylvanica), Q27757; further: on the % scale 0 is the no-effect control and ±100 the full control effect; nearly all actives have a fitted effect of over 60% in size
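Luminescence was the read-out, taken after 8-minute incubation at ambient temperature. Luciferase turned over luciferin with 10 uM ATP in imidazole pH 7.2 buffer containing KCl, MgCl2, Tween 20 and BSA.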
Active calls of the source: *; i = inactive; u = inconclusive; x = no result given; & = joins results of further samples; [ ] = dose if it differs, or a comment. Unless noted, the call rests on the fitted dose curve; in most records, active means well fitted curve in the direction sought with a large enough effect; inconclusive means small, poorly fitted or top-dose-only effect, or another doubt; inactive means no such curve, though single readings can be large; an effect the other way counts as inactive or inconclusive. Potency means the concentration at half of the fitted maximal effect. This is a subset, so the mix of outcomes need not match the whole.

SMILES	Epigenetic reg	NPSR antag	JMJD2E inh	RGS12 GoLoco inh	SMN2 splice up	RECQ1 helicase	IMPase Li inh	KinaseGlo FLuc
CC1(C)CC(=O)C=C(NCCN2CCN(C(=O)Nc3ccc(Cl)c(Cl)c3)CC2)C1	1.1%	-8%[46.1 µM]	4%	2%	-7%	-2%	41%[activator][38.3 µM]	6%
Cc1[nH]n(-c2ccccc2)c(=O)c1C=NC1CCCCC1	-0.1%	-1%	-4%	-7%	-4%	-12%	-3%	-5%
O=[N+]([O-])c1cnccc1Nc1ccccc1	-6.2%	-3%[46.1 µM]	-1%	10%	-11%	-6%	-9%[38.3 µM]	4%
CCC(=O)Nc1nnc(SCc2cccc(F)c2)s1	-2.6%	14%	0%	17%	24%	i	-6%	3%
C=CCn1c(-c2ccccc2)nc(=S)c2c1CC(C)(C)OC2	-3.3%	19%[46.1 µM]	-3%	6%	-17%	1%	-15%[38.3 µM]	-1%
COC(=O)C(C(=O)OC)[C@@H](NC(=O)OCc1ccccc1)c1ccccc1	0.0%	x	5%	1%	8%	-4%	10%	-6%
Cc1nc(-c2cc(-c3nc(-c4ccc(C(C)(C)C)cc4)no3)no2)cs1	-0.3%	13%	-5%	12%	x	i	x	x
COc1cc(OC)c(/C=N/NC(=O)c2ccc(Cn3nc([N+](=O)[O-])cc3C)cc2)c(OC)c1	1.2%	6%	-5%	-2%	x	-15%	x	x
CCCCC(=O)Nc1ccc(C(=O)OC2CCCCC2)cc1	-1.0%	-17%[46.1 µM]	-3%	12%	18%	-5%	34%[activator][38.3 µM]	-2%
CNC(=O)c1cc2cc(OC)ccc2n1CCN(C)C	1.5%	-7%[46.1 µM]	u	-6%	-8%	-5%	-2%[38.3 µM]	-3%
O=C(NC1CC2CCC(C1)N2C(=O)NCc1ccccc1)C1CC1 (stereo unspecified)	-1.0%	2%[46.1 µM]	11%	0%	-22%	-4%	39%[38.3 µM]	-1%
CCOc1cc(/C=C2\CCC/C(=C\c3cc(Cl)c(O)c(OCC)c3)C2=O)cc(Cl)c1O	u	u	-6%	51%[activator]	-82%[inhibitor]	-6%	19%[38.3 µM]	-4%
Cc1ccc(C)c(S(=O)(=O)N2CCN(C(C)C(=O)Nc3ccccc3-c3ccccc3)CC2)c1 (stereo unspecified)	-1.3%	-36%	-9%	0%	-13%	-25%	5%	-4%
Cc1c(C(=O)N2CC(C)OC(C)C2)oc2ccccc12 (stereo unspecified)	-1.0%	-6%[46.1 µM]	-5%	0%	4%	u	14%[38.3 µM]	4%
CC(C)CNS(=O)(=O)c1ccc(CCC(=O)NCc2cccnc2)cc1	-1.0%	-2%[46.1 µM]	2%	-1%	9%	-15%	-16%[38.3 µM]	8%
COc1ccc(C(=O)NCCN2CCOCC2)c(OC)c1	-1.1%	20%	-1%	11%	11%	-2%	-1%	-2%
C=CCNC(=O)CN(c1cccc(Br)c1)S(C)(=O)=O	0.0%	-1%[46.1 µM]	9%	5%	-18%	9%	23%[38.3 µM]	1%
Cc1cccn2c(=O)c3cc(C(N)=S)c(=N)n(CCCN4CCOCC4)c3nc12	0.0%	-55%	u	-3%	1%	3%	5%	1%
NC(=O)NC(Cc1ccccc1)C(=O)O (stereo unspecified)	4.4%	-8%[46.1 µM]	2%	7%	6%	-2%	-6%[38.3 µM]	-1%
Cc1cccc(C)c1NC(=O)CSc1nnc(C)c(=O)[nH]1	-0.1%	14%	-5%	8%	3%	i	1%	-2%
CC1=C(/C=C/C(C)=C\C=C\C(C)=C\C(=O)O)C(C)(C)CCC1	0.8%&0.8%&-2.2%&-1.1%	x	12%	0%&1%&-7%&6%	8%&-12%&12%	7%&15%&-6%	1%&5%&-6%&-1%	-1%[39.9 µM]
COc1cc(OC)cc(C(=O)Nc2cccc(C(C)=O)c2)c1	0.9%	-11%[46.1 µM]	2%	3%	10%	3%	16%[38.3 µM]	u
CCN(CC)CCCCC1CCN(CC(=O)N2c3ccccc3C(=O)Nc3cccnc32)CC1	-1.2%	x	18%	-2%	-6%	i	32%[activator]	1%
CCn1c(O)c(/C=N/N=C2CCCC2)c2ccc(C3=NNC(=O)CC3)cc21	-1.1%	0%[46.1 µM]	-5%	26%	5%	-8%	9%[38.3 µM]	-1%
COc1ccc2c(c1OC)C(=O)OC2C/C(=N\NC(N)=O)c1ccccc1 (stereo unspecified)	1.1%	5%	-6%	3%	14%	-2%	0%	9%
CCN1CCN(C(=O)c2ccc(CSc3ccc(C)cc3)cc2)CC1	5.5%	-13%[46.1 µM]	4%	-2%	-43%[inhibitor]	-5%	18%[38.3 µM]	-4%
CC(NS(=O)(=O)c1ccc(Cl)cc1)C(=O)NCc1ccco1 (stereo unspecified)	-3.8%	-13%[46.1 µM]	0%	12%	4%	-24%	12%[38.3 µM]	19%
Cc1[nH]c2ccccc2c1C1(O)C(=O)N(C(C)C)c2ccccc21 (stereo unspecified)	0.0%	-14%[46.1 µM]	11%	6%	4%	-3%	19%[38.3 µM]	1%
Cc1cc(C)n2cc(CSc3nnnn3C)nc2n1	-1.0%	-6%[46.1 µM]	u	-3%	12%	i	8%[38.3 µM]	-1%
CCOc1cc(CNc2ccc(CNc3ncn[nH]3)cc2)ccc1OCc1ccccc1	0.0%	-33%	9%	3%	u	0%	4%	-1%
COc1cccc(C2CC(=O)NC(SC)=C2C#N)c1 (stereo unspecified)	-3.2%	2%[46.1 µM]	-2%	4%	-13%	-12%	-1%[38.3 µM]	-2%
CCOc1cc(/C=N/NC(=O)CN2CCCCC2)ccc1OCc1ccc(Cl)cc1	-1.1%	-8%	-4%	0%	-5%	-8%	21%	-1%
CC(C)(C)C1CCC2(CC1)Nc1cccc3cccc(c13)N2	u	-4%[46.1 µM]	-1%	5%	13%	-10%	18%[38.3 µM]	-22%
Cc1ccc(NCCC(=O)c2ccc(Cl)c(Cl)c2)cc1	-1.1%	-11%[46.1 µM]	3%	1%	-1%	-9%	3%[38.3 µM]	-5%
Cc1ccccc1-n1c(SCC(N)=O)nc2sc(-c3ccccc3)cc2c1=O	0.0%	u	13%	4%	-12%	i	10%[38.3 µM]	-5%
CC(=O)c1c(C)[nH]c(C(=O)OCC(=O)C(C)(C)C)c1C	-1.0%	-8%[46.1 µM]	3%	3%	23%	-4%	3%[38.3 µM]	-3%
CSc1ccccc1C(=O)NC1CCCCC1	-0.7%	-2%[46.1 µM]	5%	3%	-24%	-5%	6%[38.3 µM]	1%
Cn1c(-c2cccs2)nc2ccccc21	1.4%	14%	u	-16%	13µM*	-12%	-9%	-16%
Cc1cc(=O)[nH]c(N/N=C/c2c(C)nn(-c3ccccc3Cl)c2Cl)n1	1.0%	14%	2%	17%	u	i	23%	1%
CC(C)c1ccc(C(=O)N/N=C/c2cccc(Cl)c2Cl)cc1	1.4%	-25%[46.1 µM]	-5%	-1%	5%	-4%	9%[38.3 µM]	-1%
CSC1=NC(C(Cl)(Cl)Cl)N=C(c2ccccc2)N1 (stereo unspecified)	-0.4%	-2%	5%	5%	3%	-6%	-3%	6%
COc1ccc(S(=O)(=O)NCc2cn3c(C)csc3n2)cc1F	0.0%	-2%[46.1 µM]	u	6%	-3%	-2%	6%[38.3 µM]	3%
CCOCCCNC(=O)c1ccc2c(c1)ncn2C1CCCC1	-1.6%	16%[46.1 µM]	11%	-7%	u	-4%	13%[38.3 µM]	3%
Cc1cccc(C2CC(c3ccc(Cl)cc3)Nc3nc(N)nn32)c1 (stereo unspecified)	-0.8%	-18%[46.1 µM]	-9%	2%	-7%	-14%	8%[38.3 µM]	4%
Cc1ccc(-c2nsc(SCC(=O)NCc3ccc4c(c3)OCO4)n2)cc1	1.0%	6%	7%	22%	1%	-3%	3%	2%
Cc1ccccc1Cn1nnc(-c2ccc(C(=O)O)cc2)n1	0.9%	-23%	7%	4%	8%	i	-2%	0%
COc1ccc(C2=CC3=CC(=O)C(C)(O)C(=O)C3=CO2)cc1 (stereo unspecified)	-1.1%	x	-7%	1%	-1%	-7%	-3%	-1%
O=C(O)c1ccc(COc2ccc3c4c(c(=O)oc3c2)CCC4)o1	0.0%	-16%[46.1 µM]	-7%	x	x	i	x	x

Entries of single compounds as entered above. Screens in order: Epigenetic reg	NPSR antag	JMJD2E inh	RGS12 GoLoco inh	SMN2 splice up	RECQ1 helicase	IMPase Li inh	KinaseGlo FLuc
Cc1cccc(C2CC(c3ccc(Cl)cc3)Nc3nc(N)nn32)c1 (stereo unspecified) is entered as -0.8%	-18%[46.1 µM]	-9%	2%	-7%	-14%	8%[38.3 µM]	4%
CSC1=NC(C(Cl)(Cl)Cl)N=C(c2ccccc2)N1 (stereo unspecified) is entered as -0.4%	-2%	5%	5%	3%	-6%	-3%	6%
O=C(O)c1ccc(COc2ccc3c4c(c(=O)oc3c2)CCC4)o1 is entered as 0.0%	-16%[46.1 µM]	-7%	x	x	i	x	x
Cc1ccc(-c2nsc(SCC(=O)NCc3ccc4c(c3)OCO4)n2)cc1 is entered as 1.0%	6%	7%	22%	1%	-3%	3%	2%
COc1ccc(S(=O)(=O)NCc2cn3c(C)csc3n2)cc1F is entered as 0.0%	-2%[46.1 µM]	u	6%	-3%	-2%	6%[38.3 µM]	3%
